Compound activity (PubChem BioAssay)
CHO-K1 Ca antag: M1 antagonist counterscreen hit in parental CHO-K1 cells | ATP-induced calcium, Fluo-8 fluorescence | inhibition, % at 3 µM | hit rate 0.6% among 360,000;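 active = inhibition above a per-plate cutoff, the plate's mean sample inhibition plus 3 SD, cut at about 24% in these data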;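 note: 0% = DMSO plus EC80 ATP and 100% = DMSO alone without ATP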
M5 antag: antagonists of human muscarinic M5 receptor (CHRM5). hit rate 0.59% among 360,000. inhibition, % at 3 µM. AID 624040. CHO-hM5 cells, Fluo-8 calcium fluorescence, ACh EC80. P08912;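 active = inhibition above a per-plate cutoff, the mean of that plate's test compounds plus 3 SD, cut at about 27% in these data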;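 note: 0% = acetylcholine EC80 with DMSO and 100% = DMSO without agonist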
Target sequence (P08912 whole entry, looked up): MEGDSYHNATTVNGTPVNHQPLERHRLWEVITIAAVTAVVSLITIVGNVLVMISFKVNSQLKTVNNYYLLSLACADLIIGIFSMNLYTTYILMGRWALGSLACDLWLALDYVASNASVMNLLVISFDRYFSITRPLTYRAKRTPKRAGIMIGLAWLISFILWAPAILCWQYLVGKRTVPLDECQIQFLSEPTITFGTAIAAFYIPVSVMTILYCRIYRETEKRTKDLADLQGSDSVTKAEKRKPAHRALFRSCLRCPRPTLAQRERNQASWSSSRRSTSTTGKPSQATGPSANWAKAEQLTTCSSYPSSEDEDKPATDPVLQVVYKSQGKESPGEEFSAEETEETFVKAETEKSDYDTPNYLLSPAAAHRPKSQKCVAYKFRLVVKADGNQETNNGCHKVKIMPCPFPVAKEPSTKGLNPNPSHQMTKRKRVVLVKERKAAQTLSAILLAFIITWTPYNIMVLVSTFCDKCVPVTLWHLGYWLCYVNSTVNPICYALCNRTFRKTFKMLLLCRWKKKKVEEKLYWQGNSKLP
M5 ag: CHRM5 agonism in calcium assay | P08912 | CHO-K1 hM5 cells, Fluo-8 calcium fluorescence; 0% DMSO wells, 100% maximal acetylcholine response | activation, % at 3 µM | hit rate 0.19% among 360,000 | AID 624037;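 active = activation above the run's mean over test compounds plus 3 SD, cut at about 23% in these data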;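 note: signal is peak over basal fluorescence ratio across the kinetic read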
CHRM4 PAM: positive allosteric modulators of human muscarinic M4 receptor; P08173; CHO-K1 hM4/Gqi5, Fluo-8 calcium fluorescence, ACh EC20; 0% = ACh EC20, 100% = maximal ACh; activation, % at 3 µM; hit rate 0.4% among 360,000; AID 624126;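 active = activation above its plate's cutoff, the mean activation of sample wells plus 3 SD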; note: some results filed as inactive read as strong as hits
CHO-K1 Ca PAM: nonselective activator or artifact in parental CHO-K1 calcium assay | ATP EC20, Fluo-8 calcium fluorescence; 0% at ATP EC20, 100% at ATP max | activation, % at 3 µM | hit rate 0.02% among 360,000;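 active = activation above the run cutoff, the mean activation of all test compounds plus 3 SD, cut at about 40% in these data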;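 note: peak over basal fluorescence ratio in a 140 s read after ATP addition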
M1 ag parental: counter-screen for M1 agonists: effect in parental CHO-K1 cells | Fluo-8 calcium fluorescence; scaled to maximal ATP response, vehicle zero | activation, % at 3 µM | hit rate 0.48% among 360,000; in the data active = activation above about 15%;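 note: untransfected CHO-K1 host cells lacking M1 receptor as counterscreen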
M4 antag: antagonists of human muscarinic M4 receptor (CHRM4); CHO-hM4 cells, ACh EC80, Fluo-8 calcium fluorescence; inhibition, % at 3 µM; hit rate 0.73% among 360,000;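 active = inhibition above its plate's cutoff, the mean inhibition of sample wells plus 3 SD, cut at about 27% in these data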;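 note: 0% = acetylcholine EC80 with DMSO and 100% = DMSO without agonist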
M5 PAM: potentiates acetylcholine response at human M5 receptor | AID 624038 | CHO-K1 hM5, Fluo-8 calcium, ACh EC20 PAM; 0% = ACh EC20, 100% = ACh EC100 | P08912 | hit rate 0.3% among 360,000 | activation, % at 3 µM;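 active = activation above the run cutoff, the mean activation of all test compounds plus 3 SD, cut at about 18% in these data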
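Assay system: CHO-K1 hM5 cells. Also added: acetylcholine at EC20 concentration, added after compound. Dosing: 3 µM, single dose. Times: compound preincubation 140 s before EC20 acetylcholine addition. Signal: Fluo-8 calcium fluorescence. Measure: % activation relative to EC20 and EC100 ACh responses. Repeats: singlicate, one well per test compound.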
M4 ag: CHRM4 agonism in calcium assay; P08173; CHO-K1 hM4/Gqi5, Fluo-8 calcium fluorescence; vehicle 0%, full acetylcholine response 100%; activation, % at 3 µM; hit rate 0.14% among 360,000; AID 624127;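 active = activation above the run mean over all test wells plus 3 SD, cut at about 32% in these data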;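 note: peak over basal fluorescence ratio per well then scaled between controls; 0% = DMSO wells and 100% = acetylcholine at EC100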
* = called active by the depositor; & = joins results of further samples. Not a hit list. About 2.7% of those tested had a hit in this group.

Below each compound: CHO-K1 Ca antag	M5 antag	M5 ag	CHRM4 PAM	CHO-K1 Ca PAM	M1 ag parental	M4 antag	M5 PAM	M4 ag
Cc1ccc(CN(C(=O)COc2cccc(C)c2C)C2CCS(=O)(=O)C2)o1 (stereo unspecified)
  -12	1	0	-3	7	0.9	8	5	2
Cc1cccc(-c2noc(CNC(=O)c3ccoc3C)n2)c1
  -9	16	-3	3	5	2.2	-1	-7	3
O=C(CN(CC1CCCO1)C(=O)CCC(=O)Nc1nccs1)NCC1CCCO1 (stereo unspecified)
  -12	1	-4	18	22	0.3	-10	6	1
O=C(CSC1=NS(=O)(=O)c2cc(Cl)ccc2N1)Nc1ccccc1C(F)(F)F
  -7	-1	-1	12	-3	0.4	-4	0	0
CCOC(=O)Cc1csc(NC(=O)CSC2=NCCS2)n1
  -8	-1	7	-4	-10	5.2	-3	-6	4
Cn1nnc2cc(C(=O)NC3CC3)ccc21
  -1	8	0	10	10	0.3	11	40*	0
CCc1ccc(NC(=S)Nn2cnnc2)cc1
  -11	-1	-2	6	3	1.2	6	3	0
O=CNc1cc(-c2ccc(C(=O)NC3CC3)cc2)cn2c(-c3ccc(F)c(Cl)c3)cnc12
  -12	3	0	9	16	1.1	-13	-2	2
COc1ccc(CCNC(=O)CSCC(=O)Nc2cc(S(C)(=O)=O)ccc2Cl)cc1
  -11	4	2	9	6	1.2	0	1	3
CCN1CCN(Cc2ccc(NC(=O)c3cc(NC(=O)c4cc(C)on4)cc(OC)c3)cc2C(F)(F)F)CC1
  -8&-22	1&-2	-1&-1	0&-7	20&13	1.5&2.9	-10&-4	1&3	5&8
COc1ccc(S(=O)(=O)N2CCCCC2)cc1NC(=O)C1CC(=O)N(c2ccc3c(c2)OCCO3)C1 (stereo unspecified)
  -8	-4	-4	11	4	0.5	1	7	0
CCCCCOC(=O)c1ccc(NC(=O)c2cccc(NC(=O)c3ccccc3C(=O)O)c2)cc1
  -3	0	3	-2	5	0.9	-2	3	3
CC(=O)Nc1ccc(S(=O)(=O)Nc2nc3ccc([N+](=O)[O-])cc3s2)cc1
  -10	-3	6	-8	14	3.1	7	0	10
O=C(Nc1ccccn1)c1cccnc1
  7	2	1	-2	-2	0.1	6	0	0
Cc1ccc(Cn2c(SCC(=O)N/N=C/c3ccc(C)o3)nc3ccccc32)cc1
  -11	-9	0	13	22	0.8	-8	-1	2
CC1(C)CC(NC(=O)COc2ccc([N+](=O)[O-])cc2)CC(C)(C)N1
  -11	-3	1	-1	19	0.0	3	4	1
COc1ccccc1CCC(=O)Nc1ccc(S(=O)(=O)Nc2ncccn2)cc1
  -14	0	2	0	26	0.8	2	-1	1
Cc1ccc(C)c(CN2CCC(CNC(=O)Nc3ccc(C)c(F)c3)CC2)c1
  10	2	-1	-5	-12	2.2	-1	-3	5
CC1(C)Cc2c(sc3c2C2=NCCN2C=N3)CS1
  10	-1	-11	-2	-5	0.3	4	0	0
O=C(Nc1ccccc1N1CCN(C(=O)c2ccccc2)CC1)c1ccccc1Cl
  -14	0	0	0	8	3.3	7	-2	7
O=C(NNC(=S)Nc1ccc(F)c(Cl)c1)c1ccccc1Br
  -9	6	-1	-1	13	4.5	6	-5	6
O=C(CN1CCC(NC(=O)Cc2ccccc2)CC1)Nc1cccc2ccccc12
  -19	1	0	8	13	0.2	-13	-4	3
CCCOc1cc(CN2CCCCC2)cc(C(C)=O)c1
  -14	11	-4	3	14	0.5	0	-7	0
Cc1cccc(Cn2c(C)c(C)c3cc(C(=O)NCCN4CCOCC4)ccc32)c1
  0	-6	-4	4	10	1.1	-9	12	5

Some of the entries so far, as a markdown table:
| Structure | CHO-K1 Ca antag | M5 antag | M5 ag | CHRM4 PAM | CHO-K1 Ca PAM | M1 ag parental | M4 antag | M5 PAM | M4 ag |
| --- | --- | --- | --- | --- | --- | --- | --- | --- | --- |
| O=C(Nc1ccccc1N1CCN(C(=O)c2ccccc2)CC1)c1ccccc1Cl | -14 | 0 | 0 | 0 | 8 | 3.3 | 7 | -2 | 7 |
| O=CNc1cc(-c2ccc(C(=O)NC3CC3)cc2)cn2c(-c3ccc(F)c(Cl)c3)cnc12 | -12 | 3 | 0 | 9 | 16 | 1.1 | -13 | -2 | 2 |
| Cn1nnc2cc(C(=O)NC3CC3)ccc21 | -1 | 8 | 0 | 10 | 10 | 0.3 | 11 | 40* | 0 |
| Cc1cccc(-c2noc(CNC(=O)c3ccoc3C)n2)c1 | -9 | 16 | -3 | 3 | 5 | 2.2 | -1 | -7 | 3 |
| CCOC(=O)Cc1csc(NC(=O)CSC2=NCCS2)n1 | -8 | -1 | 7 | -4 | -10 | 5.2 | -3 | -6 | 4 |
| Cc1cccc(Cn2c(C)c(C)c3cc(C(=O)NCCN4CCOCC4)ccc32)c1 | 0 | -6 | -4 | 4 | 10 | 1.1 | -9 | 12 | 5 |
